Screening results as filed in PubChem BioAssay.
OXTR ag – human OXTR agonists, primary screen, fluorescence, CHO-OTR cells, Fluo-8 calcium | Oxytocin receptor (Homo sapiens), P30559 | Fluo-8 calcium fluorescence; normalized: DMSO 0%, oxytocin 100% | activation, % at 3 µM | actives 0.32% (n = 320,000) | AID 2435, 2010;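 active = activation above the mean of all tested compounds plus 3 SD, cutoff set per screening run, cut at about 20% in these data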;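 note: peak over basal fluorescence ratio from a 100 s FLIPR kinetic read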
CHO parental Ca – ATP-evoked calcium signal inhibitors, parental CHO, primary screen, counter-screen for OX1R antagonist project, cell-based, fluorescence, Fluo-8 calcium dye; parental CHO-K1, ATP-induced calcium, Fluo-8 fluorescence; inhibition, % at 5.6 µM; AID 463079, 2010; actives 0.63% (n = 330,000);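 active = inhibition above that plate's mean sample inhibition plus 3 SD, cut at about 26% in these data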;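 note: 0% = ATP-challenged DMSO wells and 100% = DMSO wells without ATP; some compounds past the cut are filed as inactive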
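Assay system: parental CHO cells; Read-out basis: percent inhibition of ATP-evoked calcium rise, normalized to controls; Benchmarks: ATP and no-ATP DMSO wells; Compound dosing: single nominal dose of 5.6 µM per compound; Signal: Fluo-8 calcium dye fluorescence; Also added: ATP as calcium-mobilizing challenge; Repeats: singlicate.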
OXTR potentiate – human OXTR potentiators, primary screen, fluorescence, CHO-OTR cells, Fluo-8 calcium; activation, % at 3 µM; Fluo-8 calcium fluorescence, potentiator mode; 0% = oxytocin EC15, 100% = EC100; AID 2445, 2010; actives 0.061% (n = 320,000);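 active = activation above that plate's cutoff, the mean activation of tested compounds plus 3 SD, cut at about 6.6% in these data, passing the limit was not always enough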;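 note: 100% uses oxytocin at 75 nM as the full agonist control; some results filed as inactive read as strong as hits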
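Assay system: CHO cell line stably expressing human OTR. Reagent: EC15 oxytocin agonist. Dosing: single dose, 3.0 µM nominal final compound concentration. Timing: compound 6 min at room temperature before oxytocin, 100 s read. Signal: kinetic Fluo-8 calcium fluorescence. Controls: oxytocin EC15 low and EC100 high.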
M1 PAM parental – nonselective calcium activators in parental CHO-K1 cells, primary screen, counter-screen for M1 PAM project, cell-based, Fluo-8 calcium fluorescence, full deck, 1536-well; activation, % at 3 µM; ATP EC20; 0% at ATP EC20, 100% at ATP max; actives 0.02% (n = 360,000);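 active = activation above the run cutoff, the mean activation of all test compounds plus 3 SD, cut at about 40% in these data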;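 note: peak over basal fluorescence ratio in a 140 s read after ATP addition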
TAAR1 antag – human TAAR1 antagonists, primary screen, Fluo-8 calcium fluorescence, CHO RD-HGA16 cells; actives 1.5% (n = 360,000); inhibition, % at 3 µM; antagonist; AID 624466, 2012; Trace amine-associated receptor 1 (Homo sapiens), Q96RJ0;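 active = inhibition above a per-plate cutoff, the mean inhibition of test compounds on that plate plus 3 SD, cut at about 49% in these data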;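 note: 0% = DMSO plus EC80 beta-PEA response and 100% = DMSO alone without agonist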
Target sequence (Q96RJ0 whole entry, looked up): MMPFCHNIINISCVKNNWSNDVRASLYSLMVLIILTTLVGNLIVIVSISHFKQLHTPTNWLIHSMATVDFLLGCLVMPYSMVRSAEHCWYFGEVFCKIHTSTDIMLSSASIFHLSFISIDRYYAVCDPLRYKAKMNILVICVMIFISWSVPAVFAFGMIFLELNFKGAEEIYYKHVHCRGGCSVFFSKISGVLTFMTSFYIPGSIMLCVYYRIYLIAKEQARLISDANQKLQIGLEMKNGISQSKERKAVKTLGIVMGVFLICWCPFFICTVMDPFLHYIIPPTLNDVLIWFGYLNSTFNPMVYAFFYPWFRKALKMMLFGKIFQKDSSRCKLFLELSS
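test system = CHO RD-HGA16 cells bearing hTAAR1 | replication = singlicate | controls = DMSO-only wells and EC80 β-PEA-stimulated wells | reagent = EC80 β-phenethylamine stimulus | read-out basis = percent inhibition of PEA-evoked calcium signal, max/basal emission ratio | schedule = seeding 17-24 h prior, 75-min 37 °C, 30-min RT dye loading | signal = kinetic Fluo-8 calcium fluorescence measurement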
V1aR counter – agonists of human V1a receptor, primary screen, counter-screen for OXTR agonist project, fluorescence, CHO-V1R cells; Vasopressin V1a receptor (Homo sapiens), P37288; Fluo-8 calcium fluorescence, agonist mode; 0% DMSO, 100% 3 nM vasopressin; activation, % at 3 µM; actives 0.25% (n = 320,000);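 active = activation above the mean activation of all tested compounds plus 3 SD, per screening run, cut at about 20% in these data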;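 note: signal is peak over basal fluorescence ratio across a 100 second FLIPR read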
Target sequence (P37288 whole entry, looked up): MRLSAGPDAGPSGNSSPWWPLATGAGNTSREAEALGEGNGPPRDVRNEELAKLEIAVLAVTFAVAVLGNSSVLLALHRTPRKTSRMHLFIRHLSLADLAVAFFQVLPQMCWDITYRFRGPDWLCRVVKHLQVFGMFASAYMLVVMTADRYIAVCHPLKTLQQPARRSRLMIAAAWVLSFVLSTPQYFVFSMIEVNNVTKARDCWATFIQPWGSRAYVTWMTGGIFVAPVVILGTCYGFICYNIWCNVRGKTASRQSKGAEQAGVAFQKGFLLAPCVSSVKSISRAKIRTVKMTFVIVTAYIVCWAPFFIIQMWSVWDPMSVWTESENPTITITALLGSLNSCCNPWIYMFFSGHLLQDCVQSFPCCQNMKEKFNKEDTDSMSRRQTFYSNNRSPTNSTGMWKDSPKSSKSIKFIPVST
GPR7 antagonist – GPR7 receptor antagonists, primary screen, cell-based, fluorescence, single concentration. AID 1861, 2009. actives 1.1% (n = 290,000). GPR7-expressing cells, fluorescence antagonist assay. inhibition, % at 4.4 µM; in the data active = inhibition above about 16%, passing the limit was not always enough;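 note: cells stimulated with the agonist NPW; 0% = agonist with vehicle and 100% = vehicle without agonist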
Target sequence (P48145 whole entry, looked up): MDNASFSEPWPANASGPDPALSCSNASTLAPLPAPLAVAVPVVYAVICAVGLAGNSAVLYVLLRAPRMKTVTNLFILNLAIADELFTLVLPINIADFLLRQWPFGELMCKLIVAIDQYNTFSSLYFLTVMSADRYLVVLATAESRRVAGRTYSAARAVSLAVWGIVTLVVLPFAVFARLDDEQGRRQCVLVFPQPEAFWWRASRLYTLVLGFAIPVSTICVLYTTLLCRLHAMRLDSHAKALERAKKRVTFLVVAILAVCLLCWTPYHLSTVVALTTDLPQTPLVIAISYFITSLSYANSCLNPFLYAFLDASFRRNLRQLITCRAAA
CHO-K1 Ca ag – counter-screen for M1 agonists: effect in parental CHO-K1 cells; Fluo-8 calcium fluorescence; scaled to maximal ATP response, vehicle zero; actives 0.48% (n = 360,000); AID 602248, 2012; activation, % at 3 µM; in the data active = activation above about 15%;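 note: untransfected CHO-K1 host cells lacking M1 receptor as counterscreen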
CHO-K1 Ca antag – nonselective inhibitor or artifact in parental CHO-K1 cells. ATP-induced calcium, Fluo-8 fluorescence. inhibition, % at 3 µM. actives 0.6% (n = 360,000);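 active = inhibition above a per-plate cutoff, the plate's mean sample inhibition plus 3 SD, cut at about 24% in these data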;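 note: 0% = DMSO plus EC80 ATP and 100% = DMSO alone without ATP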
Numbers without * were called inactive; / = not tested or not shown.

SMILES	OXTR ag	CHO parental Ca	OXTR potentiate	M1 PAM parental	TAAR1 antag	V1aR counter	GPR7 antagonist	CHO-K1 Ca ag	CHO-K1 Ca antag
CSCCC(NC(=O)c1ccoc1C)C(=O)O (stereo unspecified)	0.1	-7	-1	17	-16	0.6	-7	0.9	-9
COc1cccc(C2=N/C(=C\N(C)C)C(=O)O2)c1	-0.2	-2	-7	-8	-2	0.9	-5	-0.1	13
O=S(CC(O)(c1ccccc1)c1ccccc1)CC(O)(c1ccccc1)c1ccccc1	/	/	/	4	2	/	/	-0.3	2
OCCN=C(c1ccccc1)C12CN3CN(CN(C3)C1)C2	1.0	-3	-9	19	1	0.8	-3	0.6	-18
CC(C)=CCOc1c2ccoc2c(OCC=C(C)C)c2oc(=O)ccc12	-1.5	-4	-5	-1	23	-0.7	/	-0.1	-1
CC(=O)c1c(C)[nH]c(C(=O)C(C)Sc2nnc(NC3CC3)s2)c1C (stereo unspecified)	13	-15	-13	-19	14	7.2	/	9.7	0
CCc1ccccc1NC(=O)CN(c1ccc(OC)cc1OC)S(=O)(=O)c1ccccc1[N+](=O)[O-]	-1.3	-18	-11	4	17	0.2	15	1.7	7
Cn1c(Cn2nnc3ccccc32)nnc1SCC(N)=O	0.4	-7	0	10	-14	0.6	-2	0.5	-17
CC(C)n1c(SCc2ccccc2F)nc2c1c(=O)n(C)c(=O)n2C	-1.7	-18	-9	-5	16	-0.4	-19	1.7	1
CC(C)c1cc(C(=O)N/N=C/C=C/c2ccccc2)n[nH]1	0.0	-13	-4	18	8	0.3	12	0.9	-10
O=C(COC(=O)CSc1ccccc1)NNC(=O)c1ccc([N+](=O)[O-])cc1	0.2	-5	1	-1	-2	-0.4	-8	0.3	1
COC(=O)c1cnn(-c2ccc(F)cc2F)c1/C=N/NC(=S)NC(C)(C)C	-1.5	-3	-2	18	-54	-0.6	-22	0.7	-12
O=C(/C=C/c1cccc([N+](=O)[O-])c1)N1CCN(C(=O)c2ccco2)CC1	1.1	-6	4	-7	-4	1.8	-1	0.3	12
COc1ccc(NC(=O)Cc2c(F)cccc2Cl)c(OC)c1	-1.7	-4	-1	11	6	-0.7	8	-0.4	-2
CC1CCCC(NC(=O)COC(=O)c2cccnc2Cl)C1C (stereo unspecified)	1.8	-5	-6	-14	2	0.7	/	0.3	-9
Cc1sc2ncnc(N(C)C3CCCCC3)c2c1C	-1.7	-8	-3	17	-20	-1.2	11	0.2	-21
Cc1nc2ccccn2c1C(=O)CSc1ccccc1Cl	10	-16	-22	14	29	6.8	-1	5.2	4
Cc1ccc(S(=O)(=O)CCSc2n[nH]c(=O)n2-c2ccc3c(c2)OCCO3)cc1	-2.2	-11	-7	-18	5	1.5	-15	1.0	6
Cc1ccc(N2C(=O)CS(=O)C(c3ccccc3)C2=O)cc1C (stereo unspecified)	0.2	-26	-2	-4	-6	0.0	-17	4.0	9
C[C@H](CO)N1C[C@H](C)[C@H](CN(C)S(=O)(=O)c2cccc(F)c2)OCc2ccccc2-c2c(n(C)c3ccccc23)C1=O	/	/	/	18	-17	/	/	1.1	-8
O=C(Cn1nnc(-c2ccccc2)n1)Nc1cccc(S(=O)(=O)N2CCOCC2)c1	4.3	-5	-14	-9	-1	7.4	/	1.8	0
CC(C)CCNC(=O)c1sc2ccc(S(=O)(=O)N3CCCCC3)cc2c1N	-0.7	-29	5	22	-18	2.0	-13	9.3	0
O=C1Nc2ccccc2Cc2ccccc21	/	/	/	6	-2	/	/	1.4	1
CCCCSCCCNC(=O)Nc1ccc(CC)cc1	-1.0	-11	-8	-12	-32	-0.1	-26	2.1	-6
COC(=O)C1CN(C(=O)C(C)Oc2ccc(C)c(C)c2)c2ccccc2O1 (stereo unspecified)	-1.9	-9	-7	13	-24	-0.8	-3	2.7	-14

Some of the entries so far, bar-delimited:
Molecule | OXTR ag | CHO parental Ca | OXTR potentiate | M1 PAM parental | TAAR1 antag | V1aR counter | GPR7 antagonist | CHO-K1 Ca ag | CHO-K1 Ca antag
O=C(/C=C/c1cccc([N+](=O)[O-])c1)N1CCN(C(=O)c2ccco2)CC1 | 1.1 | -6 | 4 | -7 | -4 | 1.8 | -1 | 0.3 | 12
COc1ccc(NC(=O)Cc2c(F)cccc2Cl)c(OC)c1 | -1.7 | -4 | -1 | 11 | 6 | -0.7 | 8 | -0.4 | -2

(cont.)
SMILES	OXTR ag	CHO parental Ca	OXTR potentiate	M1 PAM parental	TAAR1 antag	V1aR counter	GPR7 antagonist	CHO-K1 Ca ag	CHO-K1 Ca antag
CC(C(=O)NC1CCCCC1)N(Cc1ccc(F)cc1)C(=O)c1snc(C(N)=O)c1N (stereo unspecified)	1.5	8	-4	9	-3	0.7	2	5.2	-3
FC(F)Oc1ccc(-c2csc(=Nc3cccnc3)n2CC2CCCO2)cc1 (stereo unspecified)	4.6	-23	-10	4	57*	6.6	7	11	6
Clc1cccc(CN2CCc3c([nH]c4ccccc34)C2)c1Cl	-0.1	-14	-4	-2	-41	-0.8	50*	0.0	-1
CCC(=O)N1CCN(c2nc3ccc(Br)cc3s2)CC1	3.5	-7	-11	7	-18	4.9	-19	6.7	-1
CC(C)NC(=O)CSc1ccccc1C(=O)NCc1ccc2c(c1)OCO2	0.7	-23	-3	-5	9	2.8	6	1.5	-5
CC(=O)Nc1nc2c(c3c1c(=O)oc1ccccc13)CCCCC2	0.3	-17	-5	/	/	0.0	-1	/	/
COC(=O)Cn1ccc2cc(S(=O)(=O)N3CCCCCC3)ccc21	3.2	-6	-9	0	-17	1.9	6	2.1	-5
CCCCCCn1cc(C(=O)O)c(=O)c2cc(F)c(N3CCN(C(=O)OCC)CC3)cc21	0.5	4	-14	14	-9	0.9	-8	3.3	6
CC(C)CC(N=Cc1c(O)c2ccccc2oc1=O)C(=O)O (stereo unspecified)	-0.5	-11	2	11	10	-0.5	-12	14	1
CC(C)(C)S(=O)(=O)c1ccc2nc3c(n2c1)CCCC3	-1.0	-12	5	12	-1	-0.4	4	0.1	-4
COC(=O)c1ccc(CSc2nnnn2Cc2ccccc2)cc1	3.0	-17	-4	22	4	2.4	8	8.1	-13
O=C(Nc1cc(-c2nc3ncccc3o2)ccc1Cl)c1ccco1	0.1	0	-7	8	-9	1.1	-1	2.1	0
Cc1c(C)c2ccc(OCC(=O)N[C@@H](Cc3ccccc3)C(=O)O)cc2oc1=O	-2.6	-5	-2	1	-11	1.1	1	-0.6	2
c1ccc(CCc2nc(-c3ccc(-n4cccc4)cc3)no2)cc1	0.3	-5	-5	-1	-35	1.4	4	1.4	2
CCCCCN(C(=O)CCC(=O)OC(C)C(=O)NCc1ccccc1)c1c(N)n(CCCC)c(=O)[nH]c1=O (stereo unspecified)	-1.4	-7	6	10	-33	6.5	/	0.7	-3
Cc1cccc(C)c1NC(=O)CSc1nnnn1C	-0.4	0	3	0	1	0.9	-12	0.1	-14
Cc1c(NC(=O)C(C)Sc2nc3ccccc3c(=O)n2CCO)c(=O)n(-c2ccccc2)n1C (stereo unspecified)	-0.6	-2	-4	11	-3	-0.3	-5	0.4	0
COc1ccc(-c2nn(-c3ccccc3)cc2C(=O)N/N=C/c2ccc([N+](=O)[O-])o2)cc1	0.5	-8	-16	18	21	1.8	2	-0.1	-12
CC(=O)Nc1ccc(-c2csc(NC(=O)C3CSC4(C)CCC(=O)N34)n2)cc1 (stereo unspecified)	1.8	-8	-6	24	-18	0.8	/	3.0	-8
COc1ccc(N2CCN(C(c3cccs3)C(C)NS(C)(=O)=O)CC2)cc1 (stereo unspecified)	1.4	-4	-12	2	-2	0.2	1	0.9	-4
Cc1cccc(N2CCN(S(=O)(=O)c3cccc4nonc34)CC2)c1C	-1.3	-6	-19	20	-11	0.1	1	1.5	-9
CCn1cc(S(=O)(=O)Nc2ncccn2)cn1	2.4	-3	-3	2	-21	1.4	-7	-0.1	6
O=C(Nc1ccc(N2CCCC2)c(Cl)c1)c1ccc([N+](=O)[O-])o1	/	/	/	10	-6	/	-1	0.4	12
CC(C)(C)c1ccc(S(=O)(=O)N2CCN(CC(O)CN3CCOCC3)CC2)cc1 (stereo unspecified)	0.3	-7	-6	-13	-15	1.0	/	-0.3	2
CC(=O)N1c2ccccc2Sc2ccc3ccccc3c21	/	/	/	21	-13	/	/	1.4	-6
The list goes on.
SMILES	OXTR ag	CHO parental Ca	OXTR potentiate	M1 PAM parental	TAAR1 antag	V1aR counter	GPR7 antagonist	CHO-K1 Ca ag	CHO-K1 Ca antag
CN(C(=O)c1ccc(NC(=O)C2CCN(C(=O)OC(C)(C)C)CC2)cc1)C1CC1	1.9	-2	-5	9	-1	1.2	/	2.4	-12
O=C(Cc1ccccc1F)Nc1cc(S(=O)(=O)N2CCOCC2)ccc1N1CCCC1	-1.1	-8	-5	8	-22	-0.5	/	0.3	-5
Cc1cnc(C(=O)OCC(=O)c2ccc(Cl)cc2)cn1	0.7	1	0	9	-12	-0.1	-20	2.9	-12
Cc1cc(O)c(C(=O)/C=C/c2ccc(C(C)C)cc2)c(=O)o1	/	/	/	-3	-8	/	-14	-0.1	-6
O=C(COC(=O)c1ccc(O)cc1)Nc1ccc(N2CCCCC2)cc1	1.0	-14	0	14	9	3.2	2	1.0	-3
Cc1cccc(C)c1NCC(=O)N1CCN(Cc2ccccc2)CC1	0.5	-11	-2	-17	-17	0.8	-10	0.4	-4
Cn1cnc(S(=O)(=O)Nc2cc(-c3ccc(Cl)cc3)nn2C)c1	-0.6	-5	-6	16	-9	-0.6	-23	1.1	-15
CCOC(=O)N1CCc2c(sc3c2C(=O)NC(c2ccccc2)N3)C1 (stereo unspecified)	3.9	-4	-6	23	/	3.5	5	2.6	-6
COc1cc(C(=O)Nc2ccc(S(=O)(=O)Nc3nccc(C)n3)cc2)c([N+](=O)[O-])cc1OC	1.4	0	-3	-4	-4	0.1	-17	-0.2	-4
Nc1ncnc2c1ncn2[C@@H]1O[C@H](CNC(=O)[C@H](N)Cc2cccnc2)[C@@H](O)[C@H]1O	/	/	/	11	-1	/	/	0.0	-15
CCc1ccc2ncc(S(=O)(=O)c3ccc(C)c(C)c3)c(N3CCCC3)c2c1	-2.2	-2	-7	21	35	-0.3	-10	-0.1	1
COc1ccc(Cl)cc1S(=O)(=O)N1CCC(C(=O)NCc2ccco2)CC1	1.3	-12	1	4	-6	2.0	-13	1.9	-6
